Assay outcomes from PubChem.
D3 antag = qHTS of D3 Dopamine Receptor Antagonist: qHTS; 2.5% of 360,000 active; AID 652054, 2013; max response, negative = inhibition, %; D3R cells, DiscoveRx beta-arrestin luminescence, antagonist mode; active compounds read low; in the data active means max response below about -50%; inconclusive means no clear call, values can overlap the other calls; further: on the % scale 0 is the no-effect control and ±100 the full control effect; mostly tested at two doses, the higher about 12 µM
Target sequence (P35462 whole entry, looked up): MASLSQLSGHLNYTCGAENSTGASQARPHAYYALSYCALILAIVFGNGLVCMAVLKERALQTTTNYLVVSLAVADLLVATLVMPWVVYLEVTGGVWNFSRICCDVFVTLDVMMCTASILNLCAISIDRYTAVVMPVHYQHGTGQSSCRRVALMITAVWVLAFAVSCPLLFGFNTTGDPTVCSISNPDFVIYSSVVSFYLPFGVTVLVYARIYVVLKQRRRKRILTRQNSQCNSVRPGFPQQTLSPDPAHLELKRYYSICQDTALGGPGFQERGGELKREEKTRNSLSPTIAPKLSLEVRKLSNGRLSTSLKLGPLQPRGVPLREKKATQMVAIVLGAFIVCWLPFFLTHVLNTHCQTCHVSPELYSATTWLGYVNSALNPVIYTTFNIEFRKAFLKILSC
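Cells expressing the human receptor were seeded at 1500 cells/well, incubated overnight at 37 degrees C in 5% CO2, then exposed to library compounds with dopamine controls for 90 minutes at 37 degrees C before luminescent detection.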
EPAC2 antagonist = qHTS for Antagonist of cAMP-regulated guanine nucleotide exchange factor 2 (EPAC2): primary screen | Rap guanine nucleotide exchange factor 4 (Homo sapiens), Q8WZA2 | EPAC2 GEF exchange of Rap1B-BODIPY-GDP, fluorescence | Potency, µM (highest dose often 114 µM), for the others: top-dose activity, negative = inhibition, actives largely listed as inhibitors | 0.18% of 360,000 active | AID 720708, 2013; further: potency means the concentration at half of the fitted maximal effect; on the % scale 0 is the no-effect control and ±100 the full control effect; nearly all actives have a fitted effect of over 45% in size; many of its hits are not listed in these tables
FUS yeast rescue = qHTS for Suppressors of FUS Proteinopathy: Primary screen using FUS-linked yeast assay. S. cerevisiae FUS-expressing, growth rescue, OD600, 24 h. Potency, µM (titrated, usually from 76.6 µM), inactives show top-dose growth rescue (activation), most hits filed as activators. 0.24% of 390,000 active. AID 1347120, 2019;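 further: potency means the concentration at half of the fitted maximal effect; plate controls were DMSO vehicle for no effect and reference control for full effect; nearly all actives have a fitted effect of over 55% in size; some results filed as inactive show a strong effect at the top dose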
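Yeast FUS proteinopathy model; galactose-induced FUS (2%), starting OD 0.005. Cpds in dilution series, 24hr, 30C, 99% humidity. Abs 600 nm growth. Pos ctrl CP55940 (top 92uM final); neg ctrl DMSO.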
Abeta yeast res = qHTS for compounds that reverse cellular toxicity of Amyloid beta (A-beta) peptide in yeast: Primary Screen; yeast expressing A-beta42, growth rescue, OD600, 48 h; response scale: 0% DMSO, 100% iron-clioquinol control; Potency, µM (titrated, usually from 46.1 µM), for the others: top-dose growth rescue, usual class: activators; 0.063% of 410,000 active; further: potency means the concentration at half of the fitted maximal effect; nearly all actives have a fitted effect of over 55% in size
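Growth rescue measured by 600 nm absorbance after 48 h yeast culture at 30 C with compound. Values normalized between DMSO and an equimolar ferric chloride plus clioquinol control.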
DRD3 agonist = qHTS of D3 Dopamine Receptor Agonist: qHTS; D3R DiscoveRx beta-arrestin cells, luminescence, 90 min; 0.58% of 410,000 active; max activation, %; AID 652048, 2013; in the data active means max activation above about 30%; further: 0% is about no effect; mostly tested at two doses, the higher about 12 µM
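Agonist mode: compounds and dopamine controls were applied to plated cells for 90 min at 37 degrees C after an overnight attachment at 1500 cells/well. Luminescent read-out followed 30 - 60 minutes at room temperature with DiscoveRx detection reagent.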
TDP43 rescue = qHTS of TDP-43 Inhibitors | TDP-43 expressing yeast growth rescue, BacTiter-Glo, 24 h | Potency, µM (series often up to 46.1 µM), for inactives: top-dose growth rescue (activation), usual class: activators | 1.8% of 410,000 active | AID 652104, 2013; further: potency means the concentration at half of the fitted maximal effect; % of control where 0% means no effect; nearly all actives have a fitted effect of over 50% in size
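Yeast expressing TDP-43 (pregrown in raffinose, seeded at OD600=0.02 in galactose medium) exposed to compounds 24 hr at 30 deg C. Growth read by BacTiter-Glo luminescence; rescue of toxicity appears as increased signal.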
EPAC2 agonist = qHTS for Agonist of cAMP-regulated guanine nucleotide exchange factor 4 (EPAC2): primary screen; Rap guanine nucleotide exchange factor 4 (Homo sapiens), Q8WZA2; EPAC2 activation, biochemical qHTS; response scale: 100% = 6.5 mM cAMP response; Potency, µM (series often up to 154 µM), for inactives: at the highest dose activation, most hits filed as activators; 0.079% of 360,000 active; AID 720711, 2013; further: potency means the concentration at half of the fitted maximal effect; nearly all actives have a fitted effect of over 50% in size
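Setup: EPAC2 100 nM, labeled Rap1B complex 250 nM, free GDP 50 uM. Compound titrations pinned in, brief spin, 5 min room temperature incubation. Kinetic fluorescence read over 30 min, normalized to 6.5 mM cAMP.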
aSyn rescue = qHTS of alpha-syn Inhibitors; Yeast expressing alpha-synuclein, growth rescue, BacTiter-Glo, 24 h; Potency, µM (titrated, usually from 46.1 µM), for inactives: at the top dose growth rescue (activation), most hits filed as activators; 0.14% of 370,000 active; further: potency means the concentration at half of the fitted maximal effect; % of control where 0% means no effect; nearly all actives have a fitted effect of over 65% in size
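Rescue of yeast growth: cells expressing toxic alpha-synuclein, induced in galactose at OD600 0.02, incubated with compound 24 h at 30 C. ATP luminescence quantified growth; inhibitors of toxicity appear as activators.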
Numbers without * were called inactive; u = inconclusive; x = not tested or not shown; [ ] = another dose, or the depositor's remark. Unless noted, the call rests on the fitted dose curve; in most records, active means well fitted curve in the direction sought with a large enough effect; inconclusive means small, poorly fitted or top-dose-only effect, or another doubt; inactive means no such curve, though single readings can be large; an effect the other way counts as inactive or inconclusive. The list is partial; count on the stated rates, not on these rows.

SMILES	D3 antag	EPAC2 antagonist	FUS yeast rescue	Abeta yeast res	DRD3 agonist	TDP43 rescue	EPAC2 agonist	aSyn rescue
CC1CCc2c(sc(NC(=O)C3c4ccccc4Oc4ccccc43)c2C(=O)OC(C)C)C1 (stereo unspecified)	x	x	0%	15%	-3	13%	x	x
CCOc1ccc(COC(=O)C2CC(=O)N(CCc3ccccc3)C2)cc1OC (stereo unspecified)	0	4%	21%	-3%	6	25%	7%	2%
CCOc1cc(/C=C2\C(=O)NN(c3ccccc3)C2=O)cc([N+](=O)[O-])c1O	-20	0%	14%	1%	-6	5%	1%	2%
C=Cc1ccc(CSc2nnc(C)n3c2cc2occc23)cc1	x	x	u	-5%	-5	u	x	x
Cc1nc2c(cc1NC(=O)c1ccccc1)nc(C)n2Cc1ccccc1	4	-3%	11%	17%	0	14%	-5%	4%
N#CCC(=O)N/N=C/c1c(-c2ccccc2)n(-c2ccccc2)c2ccccc12	31	-10%	-4%	-1%	20	19%	6%	0%
Cc1ccc(N(Cc2ccco2)C(=O)c2ccc(N3CCCCC3)c([N+](=O)[O-])c2)cc1	-9	-9%	14%	8%	-4	14%	3%	-1%
C=Cc1ccc(CN2CCCN(Cc3ccc(F)cc3)S2(=O)=O)cc1	1	-3%	0%	-2%	9	-34%[inhibitor]	10%	-8%
CCOC(=O)c1c(S(=O)(=O)N2CCC(C)CC2)c(C)n(C)c1C	0	27%	-19%	-11%	-17	-17%	8%	1%
CC(=O)Nc1ccc(C(C#N)c2ccccc2)cc1 (stereo unspecified)	-16	5%	18%	-1%	10	-2%	6%	2%

Random excerpt: four entries already listed.
SMILES	D3 antag	EPAC2 antagonist	FUS yeast rescue	Abeta yeast res	DRD3 agonist	TDP43 rescue	EPAC2 agonist	aSyn rescue
CCOC(=O)c1c(S(=O)(=O)N2CCC(C)CC2)c(C)n(C)c1C	0	27%	-19%	-11%	-17	-17%	8%	1%
CCOc1ccc(COC(=O)C2CC(=O)N(CCc3ccccc3)C2)cc1OC (stereo unspecified)	0	4%	21%	-3%	6	25%	7%	2%
CCOc1cc(/C=C2\C(=O)NN(c3ccccc3)C2=O)cc([N+](=O)[O-])c1O	-20	0%	14%	1%	-6	5%	1%	2%
Cc1nc2c(cc1NC(=O)c1ccccc1)nc(C)n2Cc1ccccc1	4	-3%	11%	17%	0	14%	-5%	4%

Next section.
SMILES	D3 antag	EPAC2 antagonist	FUS yeast rescue	Abeta yeast res	DRD3 agonist	TDP43 rescue	EPAC2 agonist	aSyn rescue
CC(=C/c1ccccc1)/C=N/N1CCN(Cc2ccc(C)cc2)CC1	14	-3%	14%	5%	-18	-16%[1.82 µM]	8%	-1%
Cc1ccc(C)c(NC(=O)c2cc(=O)c3cc(C)cc(C)c3o2)c1	x	x	-5%	6%	1	34%	x	x
Cc1ccc(C2NC(=S)NC3=C2N2CCC3CC2)cc1 (stereo unspecified)	-8	10%	-4%	10%	-13	-3%	0%[15.6 µM]	0%
CCOC(=O)/C(C#N)=C/Nc1cc(C(=O)OCC)cc2c(OC)c(OC)ccc12	14	-10%	3%	5%	-11	-20%	-3%	11%
Cc1ccc2c(c1)C1(C)C(C(C)(C)N2C=O)C1(Cl)Cl (stereo unspecified)	-8	-9%	8%	4%	1	5%	8%	-3%
CCCCNC(=O)c1ccc2nc(-c3ccco3)c(-c3ccco3)nc2c1	-15	11%	-6%	-16%	-1	19%	3%	-5%
O=C(Cn1ncc2c3ccccc3n(Cc3ccccc3)c2c1=O)NCCc1ccc(Cl)cc1	x	x	-5%	6%	2	21%	x	x
COc1ccc(CNC(=O)Cn2ccc3cc(S(=O)(=O)N4CCCC4)ccc32)c(OC)c1	x	x	-3%	-6%	-4	16%	x	x
Cc1cccc(Nc2nnc(-c3ccc(C(=O)N4C[C@H]5C[C@H](C4)c4cccc(=O)n4C5)cc3)c3ccccc23)c1	2	-5%	25%	-1%	1	2%	-3%	0%
CC(C)(C)SCCNC(=O)CN(c1ccc(F)cc1)S(=O)(=O)c1ccccc1	-14	-1%	25%	18%	25	2%	1%	1%
CC(C)COC(=O)NCCOC(=O)Nc1cccc(Cl)c1	-18	-8%	12%	19%	2	25µM*	-3%	4%
CNS(=O)(=O)c1cccc(C(=O)OCC(=O)N2c3ccccc3CC2C)c1 (stereo unspecified)	-20	-8%	14%	20%	0	-8%	6%	4%
COc1ccccc1CNC(=O)CNC(=O)N1CC(=O)Nc2ccccc21	-8	0%	6%	-9%	-1	4%	-3%	-3%
COC(=O)c1ccc(NS(=O)(=O)c2ccc(Cl)cc2)o1	-12	-15%	11%	-2%	0	4%	1%	-1%
CCCCCC(=O)NC(=S)NNC(=O)CC	-2	12%	-7%	u	6	-7%	4%	u
CCOc1ccc(C(=O)NCC(=O)NCCCn2nc(C)cc2C)cc1OCC	-9	12%	x	12%	-10	-1%	3%	-6%
O=C(NCc1ccco1)C1CCCN(S(=O)(=O)c2ccc(Br)cc2)C1 (stereo unspecified)	-15	-12%	25%	0%	-5	2%	3%	-1%
N#Cc1cccc(NC(=O)NCCc2c[nH]c3ccccc23)c1	13	-7%	-15%	4%	1	15%	8%	3%
C=CCN1C(=O)c2ccc(C(=O)OCC(=O)N(CC)C3CCS(=O)(=O)C3)cc2C1=O (stereo unspecified)	11	-3%	7%	0%	4	8%	6%	2%
COc1ccc(-n2c(O)c(Cc3ccccc3)c(=O)n3nc(-c4ccccc4)c(=O)cc23)cc1	-25	15%	u	0%	1	3%	-6%	8%

Taken from above:
For D3 antag, CCOc1ccc(C(=O)NCC(=O)NCCCn2nc(C)cc2C)cc1OCC has the entry -9
For EPAC2 antagonist, COc1ccccc1CNC(=O)CNC(=O)N1CC(=O)Nc2ccccc21 has the entry 0%

Shown with values under each structure: entries from further up.
Value order – D3 antag	EPAC2 antagonist	FUS yeast rescue	Abeta yeast res	DRD3 agonist	TDP43 rescue	EPAC2 agonist	aSyn rescue
COc1ccccc1CNC(=O)CNC(=O)N1CC(=O)Nc2ccccc21
    -8	0%	6%	-9%	-1	4%	-3%	-3%
COC(=O)c1ccc(NS(=O)(=O)c2ccc(Cl)cc2)o1
    -12	-15%	11%	-2%	0	4%	1%	-1%
CCCCCC(=O)NC(=S)NNC(=O)CC
    -2	12%	-7%	u	6	-7%	4%	u

Going on with the list:
SMILES	D3 antag	EPAC2 antagonist	FUS yeast rescue	Abeta yeast res	DRD3 agonist	TDP43 rescue	EPAC2 agonist	aSyn rescue
CC(C)=CC(=O)OCC(=O)Nc1nc(C)c(Cl)cc1Cl	0	-3%	-3%	5%	-2	0%	2%	1%
C#CCn1c(C2CC(=O)N(c3ccc(OC)cc3)C2)nc2ccccc21 (stereo unspecified)	x	x	-13%	-7%	-10	14%	x	x
CCOC(=O)c1c(C)[nH]sc1=S	u	-4%	5%	24%	-4	u	12%	-9%
CCOc1ccc(NC(=S)N(CCc2c(C)[nH]c3ccc(C)cc23)Cc2ccco2)cc1	-16	-8%	25µM*	17%	-7	4%	11%	1%
COc1cc(CNc2ccc(N3CCCCC3)cc2)ccc1OCC(=O)NC(C)(C)C	-19	5%	u	-10%	-6	-15%[1.82 µM]	2%	-3%
CCc1cc(-c2nc(N)ncc2-c2ccc(Br)cc2)c(O)cc1OC	21	-10%	13%	-33%[inhibitor]	17	u	-1%	6%
O=C(CCN1C(=O)/C(=C/c2ccccc2F)SC1=S)NCCCn1ccnc1	0	4%	-3%	-5%	-1	4%	10%	-3%
Cc1noc(/C=C/c2ccc(-c3ccccc3Cl)o2)c1[N+](=O)[O-]	1	217%[activator]	-10%	8%	5	20%	100µM*	4%
CC1(C)CC(NC(=O)c2ccccn2)CC(C)(C)N1O	-4	6%[57.1 µM]	-38%	-20%	3	5%	3%	4%
O=C(CSc1ncnc2ccccc12)c1cccs1	-3	1%	13%	17%	4	x	2%	14%
Cc1ccn(CCSCC(=O)O)n1	-13	-12%[57.1 µM]	41%	-2%	-3	-18%	9%	-2%
Cc1ccc(OCC(=O)Nc2ccc(N3CCN(S(C)(=O)=O)CC3)cc2)c(C)c1	14	-3%	3%	0%	-4	-8%	-9%	6%
CCN(Cc1ccccc1)C(c1ccccn1)c1nnnn1C1CCCCC1 (stereo unspecified)	-9	-47%	-19%	6%	-2	4%	7%[15.6 µM]	17%
Cc1ccc(Cl)cc1N1CCN(C(=O)c2cn(C)c3ccc(S(=O)(=O)N4CCCCC4)cc3c2=O)CC1	x	x	4%	7%	-3	17%	x	x
Nc1cc(C(F)(F)F)ccc1-n1cccc1	-5	1%	-27%	-3%	0	4%	-2%	-4%
CN(C)c1ncnc2c1ncn2[C@H]1CN(Cc2cccs2)C[C@@H](CO)O1	10	8%	-3%	-3%	1	21%	-1%	4%
COC(=O)C(N)CCCCN (stereo unspecified)	25	0%	-6%	-9%	13	8%	3%	-9%
CC(=O)c1ccc(NC(=O)Cn2c(=O)n(Cc3ccco3)c(=O)c3sc4ccccc4c32)cc1	x	x	-1%	-9%	0	1%	x	x
